# UPR XBP1 act = activators of adaptive arm of unfolded protein response (XBP1); CHO-XBP1 luciferase reporter, IRE1-XBP1 UPR activation, luminescence; percent of tunicamycin response, DMSO as zero; activation, % at 20 µM; 0.33% of 330,000 active; AID 463104;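 active = versus positive control, 20 µM dose yields 30% or more activation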;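 also: 100% = tunicamycin at 10 µg/mL and 0% = DMSO only wells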
#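 Material – CHO cell line with stable XBP1 luciferase reporter · Buffer or medium – F12 plus 10% FBS · Compound – single point, 20 µM final compound, 1% DMSO · Schedule – 16-18 h cell attachment at 37 °C, then 6 h compound exposure · Signal – Steady-Glo luminescence read · Benchmarks – high control tunicamycin 10 µg/mL final, low control DMSO vehicle only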
# Mdm2 MdmX PPI = disrupts the human Mdm2-MdmX interaction; O15151+Q00987; SaOS-2 split-luciferase Mdm2/MdmX complementation, luminescence; inhibition, % at 8 µM; 3% of 330,000 active;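 active = inhibition of at least 50% at 8 µM in the primary screen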
# Target sequence (O15151 whole entry, looked up): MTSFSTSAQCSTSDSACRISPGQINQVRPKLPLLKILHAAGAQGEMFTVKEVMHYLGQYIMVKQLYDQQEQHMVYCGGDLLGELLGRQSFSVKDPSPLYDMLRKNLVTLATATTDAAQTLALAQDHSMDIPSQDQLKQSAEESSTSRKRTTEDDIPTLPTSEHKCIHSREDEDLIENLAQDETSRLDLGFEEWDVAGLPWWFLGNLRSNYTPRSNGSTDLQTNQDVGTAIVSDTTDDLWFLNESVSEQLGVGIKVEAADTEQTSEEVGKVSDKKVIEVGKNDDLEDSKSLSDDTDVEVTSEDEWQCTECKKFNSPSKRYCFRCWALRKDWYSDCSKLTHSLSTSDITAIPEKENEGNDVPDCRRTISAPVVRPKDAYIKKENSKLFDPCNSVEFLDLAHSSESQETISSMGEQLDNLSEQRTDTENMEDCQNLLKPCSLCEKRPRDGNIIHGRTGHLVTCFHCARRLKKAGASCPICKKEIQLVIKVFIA
# Target sequence (Q00987 whole entry, looked up): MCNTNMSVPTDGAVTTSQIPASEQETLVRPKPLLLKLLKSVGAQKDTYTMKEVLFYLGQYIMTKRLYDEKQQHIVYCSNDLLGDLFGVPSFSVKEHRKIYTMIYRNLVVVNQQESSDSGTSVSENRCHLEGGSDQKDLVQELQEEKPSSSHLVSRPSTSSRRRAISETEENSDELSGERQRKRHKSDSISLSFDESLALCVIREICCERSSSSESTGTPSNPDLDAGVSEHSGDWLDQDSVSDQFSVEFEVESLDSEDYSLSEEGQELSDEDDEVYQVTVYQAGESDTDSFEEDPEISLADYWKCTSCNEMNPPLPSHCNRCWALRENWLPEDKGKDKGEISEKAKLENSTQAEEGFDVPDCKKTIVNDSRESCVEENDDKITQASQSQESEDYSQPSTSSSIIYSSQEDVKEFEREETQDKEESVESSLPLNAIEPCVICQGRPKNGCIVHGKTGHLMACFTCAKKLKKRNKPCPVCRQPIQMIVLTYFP
# APJ ag = agonists of human APJ apelin receptor | P35414 | CHO-K1 APJ PathHunter beta-arrestin, luminescence; 0% DMSO wells, 100% apelin | activation, % at 20 µM | 0.11% of 330,000 active;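 active = activation more than six SD over the plate average, tested at 20 µM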;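 also: 0% = DMSO alone and 100% = apelin-13 at 10 nM; some results filed as inactive read as strong as hits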
#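 Material: CHO-K1 APJ beta-arrestin complementation cell line; Input: cell density 1000 per well; Incubation: compound stimulation 90 min at 25 °C, detection 60 min; Signal: luminescence from split beta-galactosidase complementation, Galacton Star/Emerald II substrate; Controls: DMSO-only wells as negative, 10 nM Apelin-13 as positive control.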
# UPR CHOP act = apoptotic UPR (CHOP) activation; 0.34% of 330,000 active; activation, % at 10 µM; CHO-CHOP luciferase reporter, luminescence; percent of tunicamycin response over DMSO baseline;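 active = at 10 µM dose, activation of 40% or more, normalized to positive control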;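 also: 100% = tunicamycin at 10 µg/mL and 0% = DMSO alone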
#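 System: CHO-CHOP luciferase reporter cell line; amount: 500 cells/well; buffer or medium: F12 medium containing 10% fetal bovine serum; incubation: 6 h compound exposure at 37 °C after overnight seeding; measured by: luciferase luminescence after 10 min with Steady-Glo reagent; evaluation: % reporter activation, DMSO baseline versus tunicamycin full activation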
# APJ antagonist = antagonists of human APJ apelin receptor; P35414; CHO-K1 APJ beta-arrestin complementation, luminescence; inhibition, % at 20 µM; 0.32% of 330,000 active; AID 2521;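 active = inhibition above about 40% at 20 µM, limit read from the data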;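 also: cells challenged with 10 nM apelin-13 agonist together with compound; plate controls were apelin-13 plus DMSO wells for no effect and DMSO wells lacking apelin-13 for full effect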
# tim10-1 inh = growth inhibitors of tim10-1 mutant yeast; S. cerevisiae tim10-1 ts strain growth, BacTiter-Glo, 24 h; inhibition, % at 20 µM; 2.2% of 330,000 active; AID 463190;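 active = inhibition of at least 40%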;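 also: mutant grown at 25 °C; 0% = DMSO wells with yeast and 100% = wells holding no yeast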
# CXCR6 inh = CXCR6 (human) receptor inhibition. O00574. CHO-K1 PathHunter CXCR6 beta-arrestin, luminescence. inhibition, % at 20 µM. 0.36% of 360,000 active; in the data active = inhibition above about 34%, passing the limit was not always enough;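 also: antagonist mode with CXCL16 agonist at 10 nM final; 0% = 10 nM CXCL16 with DMSO and 100% = unstimulated wells without agonist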
# tim23-1 inh = growth inhibitors of tim23-1 mutant yeast; 1.3% of 330,000 active; S. cerevisiae tim23-1 growth, BacTiter-Glo luminescence, 24 h; inhibition, % at 20 µM;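 active = growth inhibition of the mutant yeast at or above 50%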;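 also: temperature-sensitive mutant grown at 25 °C; plate controls were DMSO-treated mutant yeast for no effect and medium wells lacking yeast for full effect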
# TIM10 inh = TIM10 yeast growth inhibition; 1.4% of 330,000 active; inhibition, % at 10 µM; S. cerevisiae TIM10 strain growth, BacTiter-Glo luminescence, 24 h; AID 463195;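 active = inhibition of 40% or more at the single tested concentration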;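 also: wild-type TIM10 isogenic control strain grown at permissive 25 °C; 0% = DMSO yeast wells and 100% = minimal medium wells without yeast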
# An asterisk follows results filed as active. Only part of the results is shown, so the mix of outcomes need not match the whole.
(1) Cc1ccc(CNC(=O)CN(c2ccc(C(C)C)cc2)S(=O)(=O)c2c(C)noc2C)cc1
(2) CCOC(=O)c1c(S(=O)(=O)NCC(=O)Nc2cccc(C)c2)c(C)n(C)c1C
(3) O=C(COc1cccc2c1CCN(Cc1ccccc1F)C2=O)N1CCCCC1
(4) CCN(CCCNC(=O)CCn1c(=O)[nH]c2ccsc2c1=O)c1ccccc1
(5) O=C(Cn1cnc2c(nnn2Cc2ccc(F)cc2)c1=O)Nc1cccc(F)c1
(6) Cc1ccccc1C(=O)NC1CCN(C(=O)NC2CCCCC2)CC1

screen / no.,1,2,3,4,5,6
UPR XBP1 act,-9,-5,-1,-1,2,0
Mdm2 MdmX PPI,10,18,-6,1,2,3
APJ ag,-1,-3,-1,-2,-3,2
UPR CHOP act,0.4,-1.0,-0.2,1.1,2.1,2.4
APJ antagonist,25,-32,-18,8,10,11
tim10-1 inh,9,-5,-4,1,9,-3
CXCR6 inh,0,0,2,-2,-7,-9
tim23-1 inh,3,9,-69,7,2,-4
TIM10 inh,6,2,-34,-14,12,5

(7) Cc1nc2cc(Cl)ccc2n1CCO
(8) CC(CCc1ccccc1)NC(=O)c1cc2sccc2n1C (stereo not drawn)
(9) Cc1cc(=O)oc2cc(OCC(=O)NCCCN3CCOCC3)c(Cl)cc12
(10) O=c1cc(CN2CCN(S(=O)(=O)c3ccccc3)CC2)nc2sccn12
(11) Cc1ccc2nc(SCC(=O)c3ccc4c(c3)OCO4)[nH]c2c1
(12) CCCC(C(=O)Nc1ccc(S(=O)(=O)Nc2nccs2)cc1)c1ccccc1 (stereo not drawn)

screen / no.,7,8,9,10,11,12
UPR XBP1 act,-2,-3,-2,-3,0,-5
Mdm2 MdmX PPI,15,16,23,13,-32,12
APJ ag,-5,-6,-4,-4,3,-5
UPR CHOP act,0.9,0.1,0.0,1.6,1.3,-2.1
APJ antagonist,12,-10,-4,-25,4,5
tim10-1 inh,5,28,15,-8,4,-1
CXCR6 inh,-5,-1,-2,3,-1,-2
tim23-1 inh,3,26,6,5,19,-12
TIM10 inh,-2,26,-8,7,11,2

(13) CCN(CC)S(=O)(=O)c1ccc(OC)c(NC(=O)Cc2cccs2)c1
(14) Nc1c(C(=O)Nc2ccc(S(=O)(=O)N3CCCC3)cc2)sc2nc3ccc(OC(F)(F)F)cc3cc12
(15) CN(C(=O)CSc1nc(-c2ccc(C(C)(C)C)cc2)c(C#N)c(=O)[nH]1)C1CCCCC1
(16) COc1ccc(Cn2cccc(NC(=O)Nc3ccc(F)cc3)c2=O)cc1
(17) O=C1CC(c2ccccc2)CN1S(=O)(=O)c1ccccc1 (stereo not drawn)
(18) O=C(C1=C(O)C(=O)N(CCCN2CCOCC2)C1c1ccccn1)c1cc2ccccc2o1 (stereo not drawn)

screen / no.,13,14,15,16,17,18
UPR XBP1 act,-2,194*,-5,3,-3,0
Mdm2 MdmX PPI,24,90*,13,4,-5,-6
APJ ag,0,0,-3,-3,-1,5
UPR CHOP act,0.2,311*,1.8,-1.8,0.0,2.0
APJ antagonist,-9,4,2,13,11,18
tim10-1 inh,18,29,24,5,18,10
CXCR6 inh,1,-4,2,-1,2,-4
tim23-1 inh,3,-17,16,35,20,10
TIM10 inh,3,-4,11,14,5,-4

(19) Oc1ccccc1OCc1nc2ccccc2s1
(20) COc1ccc([C@H]2CC(=O)C=C(c3cc4ccccc4c4ccccc34)C2)cc1
(21) CCOC(=O)C1CCN(S(=O)(=O)c2ccc(-n3cnnn3)c(C)c2)CC1
(22) CCN1C(=O)CSc2ccc(C(=O)NCc3ccc(OC)cc3)cc21
(23) O=C(Cc1ccc(S(=O)(=O)N2CCOCC2)s1)NNC(=O)c1ccccc1Cl
(24) COc1ccc(CCNC(=O)NC(C(F)(F)F)C(F)(F)F)cc1OC

screen / no.,19,20,21,22,23,24
UPR XBP1 act,4,-2,-2,-3,-2,-2
Mdm2 MdmX PPI,-111,37,16,5,1,-1
APJ ag,-1,-2,-4,-1,1,-2
UPR CHOP act,3.9,2.9,-2.2,0.4,-0.3,3.9
APJ antagonist,-9,-3,8,21,7,12
tim10-1 inh,-9,7,-8,14,-16,2
CXCR6 inh,5,-2,0,-3,0,-5
tim23-1 inh,-10,7,-3,7,3,13
TIM10 inh,-1,-1,-3,11,-5,-1

(25) COc1ccc(CN=C(N)N=C(N)N)cc1Cl
(26) COc1ccc(-c2oc3ncnc(NCCCN4CCOCC4)c3c2-c2ccc(OC)cc2)cc1
(27) CN(c1ncc(C(F)(F)F)cc1Cl)N1C(=O)C2ONC3(C(=O)CC(C)(C)CC3=O)C2C1=O (stereo not drawn)
(28) Nn1c(SCC(=O)Nc2ccccc2Br)nnc1-c1ccco1
(29) CCCCOc1ccc(C(=O)NCCc2cccs2)cc1
(30) O=C(NCC1COc2ccccc2O1)C1CCN(S(=O)(=O)c2ccc(Cl)cc2)CC1 (stereo not drawn)

screen / no.,25,26,27,28,29,30
UPR XBP1 act,-2,4,-3,-2,2,-3
Mdm2 MdmX PPI,22,60*,26,-24,-102,1
APJ ag,-2,-3,-1,5,3,-1
UPR CHOP act,-2.0,-1.9,-0.3,1.0,1.0,-0.7
APJ antagonist,0,23,-4,7,-2,4
tim10-1 inh,-19,41*,-5,7,10,4
CXCR6 inh,3,1,6,5,-8,0
tim23-1 inh,-17,48,-14,2,31,17
TIM10 inh,-6,29,3,6,12,0

(31) O=C(COC(=O)COc1ccc(Cl)cc1)NC1CCCCC1
(32) O=C(Nc1ccc(NC(=O)c2ccco2)cc1)c1ccc2c(c1)OCO2
(33) CC1(C)CC(=O)C(/C=N/n2c(C(F)(F)F)nc3ccccc3c2=O)=C(O)C1
(34) CCC(=O)NC1=C(C#N)C2(CCCC2)Cc2ccccc21
(35) c1cnc(SCCOc2cccc3ccccc23)nc1
(36) CCN(CC(=O)Nc1ccccc1C(F)(F)F)C(=O)CCOc1ccc(C)cc1

screen / no.,31,32,33,34,35,36
UPR XBP1 act,-2,-1,-2,2,3,2
Mdm2 MdmX PPI,16,14,-3,-7,-114,11
APJ ag,-5,1,-2,-2,-5,10
UPR CHOP act,1.4,2.5,0.0,0.4,1.8,1.6
APJ antagonist,5,15,17,-20,8,-3
tim10-1 inh,2,-22,27,13,12,16
CXCR6 inh,-27,5,-2,4,-3,-3
tim23-1 inh,14,-4,31,19,14,22
TIM10 inh,-2,4,26,-2,2,9

(37) CCOC(=O)N1CCN(C(=O)c2cn(C)c(=O)c3c2c2ccccc2n3C)CC1
(38) N#CC1=C(N)OC2=C(C(=O)CCC2)C1c1ccoc1 (stereo not drawn)
(39) CCN(C(=O)CSc1nnc(Nc2cccc(C)c2C)s1)C1CCS(=O)(=O)C1 (stereo not drawn)
(40) CCOc1ccc2nc3ccc4[nH]onc4c3c2c1
(41) Cc1cccc(NC(=O)CSc2nc3ccccc3c3nc(CCc4c(C)n[nH]c4C)nn23)c1
(42) CCOC(=O)C1(CCOc2ccccc2)CCN(Cc2ccc(OC)c(COC)c2)CC1

screen / no.,37,38,39,40,41,42
UPR XBP1 act,0,-3,1,4,2,-2
Mdm2 MdmX PPI,33,0,-4,39,31,21
APJ ag,-4,-3,5,4,0,-4
UPR CHOP act,1.7,3.3,1.0,0.3,0.2,2.4
APJ antagonist,12,20,-21,0,-4,6
tim10-1 inh,12,6,8,42*,41*,32
CXCR6 inh,-1,5,-5,4,1,-1
tim23-1 inh,-6,6,12,40,11,14
TIM10 inh,-1,10,0,48*,10,15

(43) COc1cccc([C@@H]2CC=C(C(=O)O)[C@H](c3ccc(Br)cc3)N2S(=O)(=O)c2ccc(C)cc2)c1
(44) Cc1cc(C)cc(N2CCCC2=O)c1
(45) Cc1ccc(Oc2ccc(-c3nc(N)nc(N)n3)cc2)cc1
(46) Cc1ccc(CN2CCC(C(=O)Nc3ccc(Oc4cccnc4)cc3)CC2)cc1
(47) CS(=O)(=O)N1CCc2cc(NC(=O)c3ccc(Cl)cc3Cl)ccc21
(48) COc1cc(C)c(S(=O)(=O)N2CCCC2)cc1C(C)C

screen / no.,43,44,45,46,47,48
UPR XBP1 act,-1,1,0,-2,3,-2
Mdm2 MdmX PPI,12,-12,-14,0,-51,11
APJ ag,-3,0,0,16,2,-2
UPR CHOP act,5.3,0.6,4.5,-0.3,-0.5,-1.2
APJ antagonist,3,4,1,-29,-8,-2
tim10-1 inh,25,1,27,3,19,30
CXCR6 inh,3,3,-7,6,-5,0
tim23-1 inh,10,2,23,6,23,31
TIM10 inh,10,5,45*,5,2,5

# Three compounds from above, arranged by length of the SMILES, rising:
(48) COc1cc(C)c(S(=O)(=O)N2CCCC2)cc1C(C)C
(45) Cc1ccc(Oc2ccc(-c3nc(N)nc(N)n3)cc2)cc1
(47) CS(=O)(=O)N1CCc2cc(NC(=O)c3ccc(Cl)cc3Cl)ccc21

screen / no.,48,45,47
UPR XBP1 act,-2,0,3
Mdm2 MdmX PPI,11,-14,-51
APJ ag,-2,0,2
UPR CHOP act,-1.2,4.5,-0.5
APJ antagonist,-2,1,-8
tim10-1 inh,30,27,19
CXCR6 inh,0,-7,-5
tim23-1 inh,31,23,23
TIM10 inh,5,45*,2

# Other compounds:
(49) Cc1cccnc1NC(=O)C1c2ccccc2Oc2ccccc21
(50) O=C1OCc2ccc(NC(=O)C3CC3)cc21
(51) NS(=O)(=O)c1ccc(N2CCCC2=O)c([N+](=O)[O-])c1
(52) CCOC(=O)N1CCC(NS(=O)(=O)c2cc3c(cc2C)NC(=O)CO3)CC1
(53) Cc1cc(C)cc(N(CC(=O)NC2CCC(C)CC2)S(=O)(=O)c2c(C)[nH]c(=O)[nH]c2=O)c1 (stereo not drawn)
(54) CC1(C)CC(=O)C(C=Nc2ccc3c(c2)OCO3)=C(O)C1

screen / no.,49,50,51,52,53,54
UPR XBP1 act,-1,-1,0,1,-2,10
Mdm2 MdmX PPI,-32,19,-4,11,9,-11
APJ ag,-1,0,-3,-2,-4,-3
UPR CHOP act,1.5,-0.7,0.0,-1.0,-1.0,7.2
APJ antagonist,23,0,-4,-3,-15,19
tim10-1 inh,17,0,-2,6,-5,13
CXCR6 inh,-7,5,-7,5,6,1
tim23-1 inh,17,16,8,3,13,25
TIM10 inh,21,-5,-14,-4,-17,14

(55) O=C1C=C(NCc2ccco2)C2(CCCCC2)O1
(56) N#C/C=C/C(=C\Nc1ccc(Cl)cc1)S(=O)(=O)c1ccccc1
(57) O=C(Cc1ccccc1)NCC(=O)OCC(=O)c1ccc(OC(=O)c2ccccc2)cc1
(58) Cc1ccc(NC(=O)COC(=O)c2ccccc2F)cc1S(=O)(=O)N1CCCCC1
(59) COC(=O)c1ccccc1NC(=O)CN(c1cc(OC)ccc1OC)S(C)(=O)=O

screen / no.,55,56,57,58,59
UPR XBP1 act,-8,-6,11,0,-4
Mdm2 MdmX PPI,-9,-7,31,20,4
APJ ag,-4,-3,-6,5,-3
UPR CHOP act,-0.5,3.8,5.4,0.9,-2.2
APJ antagonist,28,-1,13,16,1
tim10-1 inh,-1,-17,16,23,32
CXCR6 inh,-3,6,-8,-4,-2
tim23-1 inh,7,-10,0,31,13
TIM10 inh,4,1,-10,15,-1

# Bioassay records (PubChem BioAssay)
